RECQ1 helicase: qHTS Assay for Inhibitors of RecQ-Like Dna Helicase 1 (RECQ1) | ATP-dependent DNA helicase Q1 (Homo sapiens), P46063 | RECQ1 DNA unwinding, red fluorescence kinetic read | 240,000 tested, 0.54% active | Potency, µM (highest dose often 57.3 µM), inactives show at the highest dose activity, negative = inhibition, actives largely listed as inhibitors;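 note: plate controls were vehicle for no effect and no enzyme for full effect; nearly all actives have a fitted effect of over 30% in size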
Target sequence (P46063 whole entry, looked up): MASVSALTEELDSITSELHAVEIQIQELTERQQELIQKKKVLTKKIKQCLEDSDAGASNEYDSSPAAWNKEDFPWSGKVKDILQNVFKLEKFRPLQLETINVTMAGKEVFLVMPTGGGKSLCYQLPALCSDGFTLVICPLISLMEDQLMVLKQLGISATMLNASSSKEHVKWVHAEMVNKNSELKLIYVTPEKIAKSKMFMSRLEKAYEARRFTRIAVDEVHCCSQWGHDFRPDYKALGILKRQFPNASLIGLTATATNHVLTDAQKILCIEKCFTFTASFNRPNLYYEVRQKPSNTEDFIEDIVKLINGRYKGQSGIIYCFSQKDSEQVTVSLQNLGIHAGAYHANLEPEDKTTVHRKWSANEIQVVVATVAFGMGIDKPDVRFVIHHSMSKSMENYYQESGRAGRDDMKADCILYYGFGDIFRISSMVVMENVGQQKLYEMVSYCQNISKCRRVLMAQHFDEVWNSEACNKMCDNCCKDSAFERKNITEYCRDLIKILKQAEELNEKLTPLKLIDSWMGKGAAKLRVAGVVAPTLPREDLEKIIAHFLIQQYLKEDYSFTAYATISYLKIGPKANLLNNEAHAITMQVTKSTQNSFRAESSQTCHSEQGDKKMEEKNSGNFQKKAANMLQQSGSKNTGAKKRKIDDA
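RECQ1T1 50 nM; forked duplex (20 bp + 30-nt ss tails) 200 nM, ATP 2 mM final; pH 8.0, 2 mM MgCl2, 2.5 ug/ml poly(dI-dC); 15 min compound preincubation; discontinuous kinetic read over 2 h at RT.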
TRb SRC2 PPI: qHTS for Inhibitors of the Interaction of Thyroid Hormone Receptor and Steroid Receptor Coregulator 2 | Thyroid hormone receptor beta (Homo sapiens), P10828 | TRbeta-SRC2 peptide binding, fluorescence polarization; receptor liganded with 1 µM T3 | Potency, µM (doses to about 106 µM), inactives show top-dose activity change, negative = inhibition, most hits filed as inhibitors | 280,000 tested, 0.065% active;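 note: plate controls were bound peptide for no effect and peptide without receptor for full effect; nearly all actives have a fitted effect of over 50% in size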
Target sequence (P10828 whole entry, looked up): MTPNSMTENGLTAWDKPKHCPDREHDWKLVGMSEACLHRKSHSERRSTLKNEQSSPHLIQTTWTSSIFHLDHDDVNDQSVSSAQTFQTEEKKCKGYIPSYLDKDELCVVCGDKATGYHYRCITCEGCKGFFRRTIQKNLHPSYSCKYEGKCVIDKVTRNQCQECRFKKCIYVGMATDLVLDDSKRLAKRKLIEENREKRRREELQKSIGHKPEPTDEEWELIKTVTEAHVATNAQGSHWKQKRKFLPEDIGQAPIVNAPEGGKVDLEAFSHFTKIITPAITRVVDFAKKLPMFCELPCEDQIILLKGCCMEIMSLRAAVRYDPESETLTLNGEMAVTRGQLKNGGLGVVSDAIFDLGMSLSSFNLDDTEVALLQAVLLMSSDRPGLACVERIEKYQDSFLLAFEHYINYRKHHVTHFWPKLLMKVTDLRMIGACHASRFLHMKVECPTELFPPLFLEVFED
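Each compound concentration gave % activity, normalized to unbound and bound Texas Red SRC2 controls, from polarization read after 5 hr ambient incubation with T3-loaded human TRb LBD.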
TexasRed fluor: Total Fluorescence Counterscreen for Inhibitors of the Interaction of Thyroid Hormone Receptor and Steroid Receptor Coregulator 2; TRb/SRC2 Texas Red total fluorescence interference; Potency, µM (highest dose often 106 µM), for the others: top-dose fluorescence change, negative = quenching; 280,000 tested, 0.29% active; AID 1479, 2009; active = well fitted curve in either direction with a large enough effect; inconclusive = small, poorly fitted or top-dose-only effect
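Human TRb ligand-binding domain at 0.6 uM with 20 nM Texas Red SRC2 peptide in Tris buffer containing 1 uM T3 and 5% DMSO, incubated with compound 5 h at ambient temperature. Total fluorescence (555/632 nm) calculated as parallel + 2 × perpendicular.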
GoLoco inh red: qHTS Assay for Inhibitors of RGS12 GoLoco Motif Activity (Red Fluorophore). Potency, µM (titrated, usually from 61.6 µM), for the others: at the highest dose activity, negative = inhibition, actives largely listed as inhibitors. Gai1:RGS12 GoLoco peptide FP, rhodamine, 10 min. AID 880, 2007. Guanine nucleotide-binding protein G(i) subunit alpha-1 (Homo sapiens), P63096. 230,000 tested, 0.44% active; active = well fitted inhibition curve with a large enough effect, not every such curve was filed as active; inactive = no such curve, though single readings can be large or run the other way; note: nearly all actives have a fitted effect of over 30% in size; many of its hits are not listed in these tables
* = called active by the depositor; i = inactive; ? = inconclusive; · = no result given; & = joins results of further samples; [ ] = another dose, or the depositor's remark. Unless noted, calls come from the whole dose curve; as a rule, active = well fitted curve in the direction sought with a large enough effect; inconclusive = small, poorly fitted or top-dose-only effect, or another doubt; inactive = no such curve, though single readings can be large; an effect the other way counts as inactive or inconclusive. Unless noted, % is set by controls: 0 for no effect and ±100 for the full control effect; potency is the fitted concentration of half-maximal effect.

SMILES	RECQ1 helicase	TRb SRC2 PPI	TexasRed fluor	GoLoco inh red
CS(=O)(=O)N1CCC2(CCN(Cc3nccs3)CC2)CC1	-3%	·	·	1%
O=c1c(-c2cc(F)cc(F)c2)nc2cnc(N3CCOCC3)nc2n1-c1ccccc1	-3%	·	·	17%
COc1cccc(Nc2ncc3nc(-c4cc(F)cc(F)c4)c(=O)n(C4CC4)c3n2)c1	i	·	·	9%
O=c1c(-c2ccc(F)cc2)nc2cnc(N3CCNCC3)nc2n1Cc1ccc(F)cc1	-23%	·	·	4%
CN1CCN(c2ncc3nc(-c4cc(F)cc(F)c4)c(=O)n(-c4ccccc4)c3n2)CC1	-6%	·	·	21%
Cc1noc(C)c1-c1nc(NCc2ccccc2)c2ccccc2n1	-2%	·	·	2%
O=c1c(-c2ccc(Cl)cc2)nc2cnc(N3CCNCC3)nc2n1CCc1ccccc1	i	·	·	-5%
CN1CCN(c2ncc3nc(-c4ccccc4)c(=O)n(C)c3n2)CC1	-3%	·	·	0%
COC(=O)N1CCC2(CCN(C(=O)NC(C)C)CC2)CC1	-1%	·	·	1%
CS(=O)(=O)N1CCC2(CCN(c3ccccc3)CC2)CC1	-8%	·	·	0%
COc1ncc2nc(-c3cn(C)c4ccccc34)c(=O)n(CCc3ccccc3)c2n1	-4%	·	·	7%
N#Cc1cccc(NC(=O)N2CCCC3(CCN(C(=O)c4cccc(F)c4)CC3)C2)c1	i	·	·	4%
COc1ccc2[nH]cc(CCNc3nc(-c4ccccc4OC)nc4ccccc34)c2c1	-17%	·	·	-3%
COCCn1c(=O)c(-c2ccc(OC)cc2)nc2cnc(Oc3cccc(Cl)c3)nc21	i	·	·	-2%
Fc1ccc(Nc2nc(-c3ccoc3)nc3ccccc23)cc1	-12%	·	·	25%
COc1ccc(-c2nc3cnc(OC)nc3n(-c3ccccc3)c2=O)cc1	8%	·	·	-2%
CNc1cc(-c2c(C)noc2C)ncn1	-4%	·	·	11%
COCCn1c(=O)c(-c2ccccc2)nc2cnc(OCc3ccccc3)nc21	i	·	·	11%
Cc1nc2cnc(N(C)C)nc2n(C2CC2)c1=O	-1%	·	·	44%[activator]
COc1ccc(C(=O)N2CCC3(CCCN(Cc4ccccc4)C3)CC2)cc1	-11%	·	·	12%
CN1CCN(c2nc(-c3ccccc3C(F)(F)F)nc3ccccc23)CC1	-11%	·	·	10%
CN(C)Cc1ccccc1-c1nc(N(C)C)c2ccccc2n1	14%	·	·	5%
c1nc(N2CCOCC2)c2cc(-c3ccoc3)ccc2n1	-10%	·	·	2%
O=C(c1cnccn1)N1CCC2(CCN(Cc3ccccc3)CC2)CC1	i	·	·	-2%
CN(C)c1ncc2nc(-c3ccccc3)c(=O)n(-c3ccccc3)c2n1	i	·	·	4%

Single records, from the list above:
Profile of COC(=O)N1CCC2(CCN(C(=O)NC(C)C)CC2)CC1 : RECQ1 helicase = -1%; TRb SRC2 PPI = ·; TexasRed fluor = ·; GoLoco inh red = 1%
Profile of COc1ccc2[nH]cc(CCNc3nc(-c4ccccc4OC)nc4ccccc34)c2c1 : RECQ1 helicase = -17%; TRb SRC2 PPI = ·; TexasRed fluor = ·; GoLoco inh red = -3%

Looked up one by one from the entries so far, seven records:
SMILES	RECQ1 helicase	TRb SRC2 PPI	TexasRed fluor	GoLoco inh red
COc1ncc2nc(-c3cn(C)c4ccccc34)c(=O)n(CCc3ccccc3)c2n1	-4%	·	·	7%
Cc1nc2cnc(N(C)C)nc2n(C2CC2)c1=O	-1%	·	·	44%[activator]
COCCn1c(=O)c(-c2ccc(OC)cc2)nc2cnc(Oc3cccc(Cl)c3)nc21	i	·	·	-2%
CN1CCN(c2ncc3nc(-c4ccccc4)c(=O)n(C)c3n2)CC1	-3%	·	·	0%
O=C(c1cnccn1)N1CCC2(CCN(Cc3ccccc3)CC2)CC1	i	·	·	-2%
N#Cc1cccc(NC(=O)N2CCCC3(CCN(C(=O)c4cccc(F)c4)CC3)C2)c1	i	·	·	4%
CS(=O)(=O)N1CCC2(CCN(Cc3nccs3)CC2)CC1	-3%	·	·	1%

The list goes on.
SMILES	RECQ1 helicase	TRb SRC2 PPI	TexasRed fluor	GoLoco inh red
COc1cccc(-c2cncnc2Nc2ccc(F)cc2)c1	-1%	·	·	3%
N#Cc1cccc(-c2ccc3ncnc(NC4CCNCC4)c3c2)c1	10%	·	·	-3%
CN(C)c1ncc2nc(-c3ccc(Cl)cc3)c(=O)n(-c3ccccc3)c2n1	-2%	·	·	-3%
COc1cccc(Nc2ncc3nc(-c4ccccc4)c(=O)n(C[C@H]4CCCO4)c3n2)c1	-2%	·	·	6%
COCC(=O)N1CCC2(CC1)CCN(C(=O)NC(C)C)CC2	i	·	·	5%
O=C(c1cnccn1)N1CCC2(CCCN(C(c3ccccc3)c3ccccc3)C2)CC1	-13%	·	·	0%
O=C(c1ccco1)N1CCC2(CCCN(C(c3ccccc3)c3ccccc3)C2)CC1	-13%	·	·	50%[activator]
N#Cc1cccc(NC(=O)N2CCC3(CC2)CCN(C(=O)c2csnn2)CC3)c1	-9%	·	·	2%
Cc1nc2cnc(N3CCN(C)CC3)nc2n(CCC#N)c1=O	-7%	·	·	-2%
Cc1nc2cnc(N3CCNCC3)nc2n(Cc2ccc(F)cc2)c1=O	-5%	·	·	89%[activator]
COc1ccc(C(=O)N2CCC3(CCCN(C)C3)CC2)cc1	-3%	·	·	-1%
CN1CC[C@H](CN2c3ccccc3Sc3ccccc32)C1	·	4%	1%	3%[14.2 µM]
CCCCc1ncc(/C=C(\Cc2cccs2)C(=O)O)n1Cc1ccc(C(=O)O)cc1	·	-2%	-1%	2%
O=C(/C=C/c1ccccc1)OCc1ccccc1	·	6%	0%	0%
NS(=O)(=O)c1cc2c(cc1Cl)N[C@H](Cc1ccccc1)NS2(=O)=O	·	3%	-2%	4%[14.2 µM]
C[C@]12CC[C@@H]3c4ccc(O)cc4CC[C@H]3[C@@H]1CCC2OC(=O)CCC1CCCC1 (some centres not stated)	·	0%	0%	3%
COC(=O)[C@@H]1CC2=CC(=O)CC[C@]2(C)[C@@]23O[C@@H]2C[C@@]2(C)[C@@H](CC[C@@]24CCC(=O)O4)[C@H]13	·	2%	1%	0%
O=C(O)[C@@H](O)[C@@H](O)[C@H](O)C(=O)CO	·	2%	2%	5%[14.2 µM]
CCCCN=C(N)N=C(N)N	·	-5%	0%	6%
COc1cccc(N(C)C(=S)Oc2ccc3c(c2)CCCC3)n1	·	2%	-3%	4%
COC(=O)C1=C(C)NC(C)=C(C(=O)OCC(C)C)C1c1ccccc1[N+](=O)[O-] (configuration not stated)	·	6%	-1%	4%
CCOC(=O)OC(C)OC1=C(C(=O)Nc2ccccn2)N(C)S(=O)(=O)c2ccccc21 (configuration not stated)	·	7%	-2%	-14%
CC(=O)CCC(=O)O	·	-6%	-1%	6%
O=S(=O)(O)c1ccc2c(N=Nc3ccc(S(=O)(=O)O)c4ccccc34)c(O)c(S(=O)(=O)O)cc2c1	·	?	-18%	1%
CC(=O)Oc1ccc(C)cc1	·	-1%	0%	9%
The results go on.
SMILES	RECQ1 helicase	TRb SRC2 PPI	TexasRed fluor	GoLoco inh red
CC(=O)NC1[C@H]([C@H](O)[C@H](O)CO)OC(C(=O)O)=C[C@H]1N=C(N)N (some centres not stated)	·	-2%	-1%	2%
O=C(OCc1ccccc1)c1ccc(O)cc1	·	3%[201 µM]	0%[201 µM]	9%
FC(F)(F)C(F)(F)C(F)(F)C(F)(F)C(F)(F)C(F)(F)C(F)(F)C(F)(F)Br	·	9%	10%	2%
Nc1nc(=O)n([C@@H]2CS[C@H](CO)O2)cc1F	·	11%	-4%	-6%
CC(O)C1CCC2C3CCC4CC(O)CCC4(C)C3CCC12C (configuration not stated)	·	8%	-1%	12%
C#C[C@]1(OC(C)=O)CC[C@H]2[C@@H]3CCC4=C[C@@H](OC(C)=O)CC[C@@H]4[C@H]3CC[C@@]21C	·	5%	-3%	10%
CC(CN1CC(=O)NC(=O)C1)N1CC(=O)NC(=O)C1 (configuration not stated)	·	3%	-2%	3%
Nc1nc(NC2CC2)c2ncn([C@H]3C=C[C@@H](CO)C3)c2n1	·	4%	-1%	2%
O=P(O)(O)C(O)(Cc1cccnc1)P(=O)(O)O	·	-1%	0%	7%
COC(=O)[C@H]1C[C@H]1[C@@H](NC(=O)c1ccc[nH]1)c1ccccc1	7%	0%	0%	·
COc1cc2c(c(OC)c1OC)-c1c(cc3c(c1OC)OCO3)CC(C)C(C)(O)C2OC(=O)c1ccccc1 (configuration not stated)	-3%	11%	2%	·
COC1=C2C[C@@H](C)C[C@H](OC)[C@H](O)[C@@H](C)/C=C(\C)[C@H](OC(N)=O)[C@@H](OC)/C=C\C=C(/C)C(=O)NC(=CC1=O)C2=O	-7%	1%	-7%	·
O=S1(=O)NCC23CCC(CC21)O3 (configuration not stated)	1%	0%	-1%	·
CC(C)[C@H](NC(=O)[C@@H]1CSSC[C@H](NC(=O)[C@H](CC(=O)O)NC(=O)[C@H](C)NC(=O)[C@@H](NC(=O)CNC(=O)[C@H](C)N)[C@@H](C)O)C(=O)N[C@@H](Cc2ccccc2)C(=O)N[C@@H](Cc2c[nH]c3ccccc23)C(=O)N[C@@H](CCCCN)C(=O)N[C@@H](Cc2ccc(O)cc2)C(=O)N1)C(=O)O	-19%	2%	-3%	·
COC(=O)C1=C[C@@H](C(=O)OC)[C@@H]2C3=C(C(=O)C2(C)C)[C@H](C)n2c(=O)n(C)c(=O)n2[C@@H]3C1	12%	-6%	0%	·
COc1ccc(C2CC(O)(c3ccccc3)Oc3cc(C)c(Cl)c(C)c32)cc1 (configuration not stated)	-7%	2%	1%	·
COc1ccc(C2CC(c3ccccc3)Oc3ccc(OC)cc32)cc1 (configuration not stated)	13%&-1%	0%&-4%	-3%&1%	·
Cc1cc(CNC(=O)C2(C(F)(F)F)C/C(=C\CCO)CCCO2)nn1C (configuration not stated)	i	-6%	-1%	·
COc1ccc(C2C3C=CCC(C)C3C(=O)N2Cc2ccccc2)cc1Cl (configuration not stated)	-7%	-5%	-1%	·
O=C1C2C(c3ccccc3)CC=CC2C(c2ccc3ccccc3c2)N1Cc1ccccc1 (configuration not stated)	-3%	-1%	-1%	·
COc1ccc(C2/C=C\CN(C(=O)c3ccccc3)C(C)C(=O)N2Cc2ccc(F)cc2)cc1 (configuration not stated)	i	1%	-1%	·
CC1=CC(=O)C2=C(C)CC[C@H]3[C@H](C)C(=O)O[C@@H]3C12 (some centres not stated)	-13%	10%	-2%	·
C/C=C1\COC(C(=O)NCCN2CCOCC2)(C(F)(F)F)C=C1C=C1CCCCC1 (configuration not stated)	3%	-5%	-2%	·
COc1c(O)c(O)c2cc(OC)c3c(OC)cc(=O)c4c5c(=O)c(OC)c(C(C)=O)c6c5c(c1CC=6C)c2c34	0%	?	?	·
COC(=O)c1ccc(-c2ccc(OC)c(C3C4C=CCC(C)C4C(=O)N3Cc3ccccc3)c2)cc1 (configuration not stated)	-3%	-2%	1%	·
COc1ccc(-c2ccc(C3C4C=CCCC4(C)C(=O)N3Cc3ccccc3)c(F)c2)cc1 (configuration not stated)	-21%	3%	-1%	·
CN(C)/[N+]([O-])=N/Oc1cc(ON=[N+]([O-])N2CCN(c3ncccn3)CC2)c([N+](=O)[O-])cc1[N+](=O)[O-]	-6%	1%	-3%	·
COc1cccc(C2=Nn3c(nnc3-c3cc(OC)cc(OC)c3)SC2)c1	-10%	-5%	-1%	·

No new results follow: entries from further up.
SMILES	RECQ1 helicase	TRb SRC2 PPI	TexasRed fluor	GoLoco inh red
CC(=O)NC1[C@H]([C@H](O)[C@H](O)CO)OC(C(=O)O)=C[C@H]1N=C(N)N (some centres not stated)	·	-2%	-1%	2%
O=C(OCc1ccccc1)c1ccc(O)cc1	·	3%[201 µM]	0%[201 µM]	9%

Some of the compounds tested; the hit share may differ from the screen's.
